ASAP1 inh: ASAP1 ArfGAP inhibition; 360,000 tested, 0.19% active; ASAP1-stimulated ARF1 GTP hydrolysis, GDP FP detection; inhibition, % at 16.5 µM; Q9ULH1; in the data active = inhibition above about 25%;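 also: 0% = vehicle with enzyme and substrate and 100% = no enzyme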
ARFGAP1 inh: inhibits rat ARF GTPase activating protein 1 | 360,000 tested, 0.26% active | Arfgap1-stimulated ARF1 GTP hydrolysis, GDP FP detection | Q62848 | inhibition, % at 16.5 µM;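 active = inhibition above a per-plate limit, mean inhibition of low control wells plus 3 SD, cut at about 25% in these data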;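 also: 0% = DMSO wells with enzyme and 100% = wells lacking Arfgap1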
Target sequence (Q62848 1-136 limits assumed): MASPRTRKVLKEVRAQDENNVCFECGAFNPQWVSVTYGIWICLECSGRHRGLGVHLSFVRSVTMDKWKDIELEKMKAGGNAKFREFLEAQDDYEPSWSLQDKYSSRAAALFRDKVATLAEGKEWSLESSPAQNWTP
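material = rat Arfgap1 catalytic domain, aa 1-136 | also added = human ARF1(Δ1-17)-GTP substrate | compound dosing = one concentration, 16.5 µM, DMSO 1.26% | times = GTP hydrolysis reaction 2 h at 25 °C | measured by = FP, GDP Alexa 633 tracer displaced from anti-GDP antibody, 620/688 nm | evaluation = percent inhibition of Arfgap1-stimulated GTP hydrolysis | replication = single well per compound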
KLK7 zymogen act: proKLK7 (human) activation, primary screen. 370,000 tested, 0.9% active. purified proKLK7, EDANS-DABCYL substrate fluorescence; 100% is mature enzyme control, 0% vehicle. activation, % at 7 µM. AID 652039;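 active = activation above the mean of all tested compounds plus 3 SD, computed per campaign excluding outliers beyond control limits, cut at about 13% in these data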
DDE Tn6 FP inh: inhibitors of Tn6 peptide binding to human fibrin DD(E); Fibrin DD(E) TRITC-Tn6 fluorescence polarization displacement; inhibition, % at 8.3 µM; 370,000 tested, 0.21% active;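 active = inhibition above a per-campaign cutoff: mean of compounds within control limits plus 3 SD, cut at about 15% in these data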;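 also: 0% = median of all compound wells on the plate and 100% = blocking peptide control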
Tn7 DDE FP: inhibitors of Tn7 peptide binding to human fibrin DD(E). P02675. FP displacement of FITC-Tn7 peptide from fibrin DD(E); 0% = median of compound wells per plate. inhibition, % at 8.3 µM. 370,000 tested, 0.13% active. AID 720508;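 active = inhibition above the mean of compounds falling within the control limits plus 3 SD of them, cut at about 14% in these data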;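 also: 0% = plate median of compound wells and 100% = 10 µM Aha-Tn7 peptide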
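Measure: % inhibition scaled between sample-field median and high-control FP; Test system: human fibrin DD(E); Quantity: 2 µM final DD(E) protein; Doses: one dose, 8.3 µM nominal; Schedule: compound with protein 10 min, then 3 h after probe, room temperature; Detection: fluorescence polarization; Medium: Tris buffer with calcium and detergent, pH 7.8.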
PLC-gamma1 inh: inhibitors of human phospholipase C gamma1; P19174; purified PLC-gamma1, fluorogenic substrate, fluorescence; inhibition, % at 12.2 µM; 370,000 tested, 0.84% active; AID 720700; in the data active = inhibition above about 9.5%
TDP2 absorb: TDP2 (human) inhibition, absorbance primary screen | O95551 | inhibition, % at 12.8 µM | 370,000 tested, 0.34% active | AID 720702 | recombinant TDP2, T5PNP hydrolysis, p-nitrophenol absorbance 415 nm;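 active = inhibition above the mean of all tested compounds plus 3 SD, set per campaign, cut at about 25% in these data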;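 also: 0% = DMSO with enzyme and 100% = buffer with substrate but no TDP2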
Target sequence (O95551 whole entry, looked up): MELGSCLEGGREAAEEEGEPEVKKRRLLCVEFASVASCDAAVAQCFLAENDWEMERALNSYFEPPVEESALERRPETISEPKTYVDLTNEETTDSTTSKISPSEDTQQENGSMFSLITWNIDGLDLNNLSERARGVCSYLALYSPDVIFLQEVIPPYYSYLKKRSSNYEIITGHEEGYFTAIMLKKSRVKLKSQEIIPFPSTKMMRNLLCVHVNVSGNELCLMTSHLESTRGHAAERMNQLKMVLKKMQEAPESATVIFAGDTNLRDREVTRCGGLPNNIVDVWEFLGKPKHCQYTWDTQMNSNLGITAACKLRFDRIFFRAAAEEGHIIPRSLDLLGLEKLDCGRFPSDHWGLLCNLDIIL
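Read-out basis: percent inhibition. System: recombinant human TDP2. Buffer or medium: Mg2+-containing Tris-HCl buffer, pH 7.5. Repeats: single replicate. Timing: reaction 2 h, 37 °C. Benchmarks: high control without enzyme, low control DMSO plus TDP2. Probe or stimulus: 5 mM T5PNP. Doses: 12.8 µM only. Measured by: epi absorbance of p-nitrophenol freed from T5PNP by hydrolysis.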
LEDGF integ inh: blocks HIV-1 LEDGF/p75-dependent DNA integration; TR-FRET IN-LEDGF/p75 DNA integration, Eu/Cy5; inhibition, % at 3.7 µM; 370,000 tested, 0.64% active; AID 743269;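 active = inhibition above the screen-wide mean plus 3 SD, cut at about 13% in these data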;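 also: signal is the Cy5 over europium emission ratio at 671 and 618 nm; 0% = plate median of compound wells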
ADAM10 inh: inhibits human ADAM10 | recombinant ADAM10, EDANS/DABCYL FRET peptide cleavage, 3 h | O14672 | 370,000 tested, 0.62% active | inhibition, % at 7 µM | AID 720582;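 active = inhibition above a per-campaign cutoff equal to the mean of compounds falling between control-based bounds plus 3 SD, cut at about 20% in these data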;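 also: 0% = DMSO wells while the 100% control is not disclosed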
Target sequence (O14672 214-748 limits assumed): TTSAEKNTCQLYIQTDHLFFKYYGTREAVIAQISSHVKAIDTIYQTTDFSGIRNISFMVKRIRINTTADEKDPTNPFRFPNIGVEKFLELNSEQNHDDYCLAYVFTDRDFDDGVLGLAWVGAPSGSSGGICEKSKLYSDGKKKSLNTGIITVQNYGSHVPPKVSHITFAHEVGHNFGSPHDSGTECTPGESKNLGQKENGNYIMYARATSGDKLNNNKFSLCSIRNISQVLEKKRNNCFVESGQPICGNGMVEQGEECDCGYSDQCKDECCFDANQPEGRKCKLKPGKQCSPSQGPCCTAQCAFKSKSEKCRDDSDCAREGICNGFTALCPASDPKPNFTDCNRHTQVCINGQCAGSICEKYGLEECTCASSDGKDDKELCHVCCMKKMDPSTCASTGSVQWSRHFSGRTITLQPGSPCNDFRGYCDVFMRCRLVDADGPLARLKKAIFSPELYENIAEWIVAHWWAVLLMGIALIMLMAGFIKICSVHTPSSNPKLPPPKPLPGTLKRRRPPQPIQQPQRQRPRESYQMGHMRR
ADAM17 inh: inhibits human ADAM17; recombinant ADAM17, EDANS/DABCYL FRET peptide cleavage; inhibition, % at 6.95 µM; 370,000 tested, 0.83% active; AID 720648;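 active = inhibition above the mean of compounds lying between control limits plus 3 SD, set per campaign, cut at about 8.5% in these data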;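 also: 0% = DMSO-only wells as the low control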
Active calls of the source: *; x = no result given.

The opening 3 records as a preview:
ASAP1 inh	ARFGAP1 inh	KLK7 zymogen act	DDE Tn6 FP inh	Tn7 DDE FP	PLC-gamma1 inh	TDP2 absorb	LEDGF integ inh	ADAM10 inh	ADAM17 inh	SMILES
-5	0	0.0	2	2	6	-2	3	5	-5	C/C(=N\Nc1nc(N)cc(Cl)n1)c1cccc([N+](=O)[O-])c1
-2	-4	-0.5	4	5	-1	-4	-3	-4	-1	O=C(COC(=O)c1cc(S(=O)(=O)N2CCOCC2)ccc1F)Nc1cc([N+](=O)[O-])ccc1F
-2	-4	0.3	-10	4	-2	-3	-4	1	-1	O=C(CCc1ccccc1)NCCSc1ccccc1

All compounds of this part, previewed entries included:
ASAP1 inh	ARFGAP1 inh	KLK7 zymogen act	DDE Tn6 FP inh	Tn7 DDE FP	PLC-gamma1 inh	TDP2 absorb	LEDGF integ inh	ADAM10 inh	ADAM17 inh	SMILES
-5	0	0.0	2	2	6	-2	3	5	-5	C/C(=N\Nc1nc(N)cc(Cl)n1)c1cccc([N+](=O)[O-])c1
-2	-4	-0.5	4	5	-1	-4	-3	-4	-1	O=C(COC(=O)c1cc(S(=O)(=O)N2CCOCC2)ccc1F)Nc1cc([N+](=O)[O-])ccc1F
-2	-4	0.3	-10	4	-2	-3	-4	1	-1	O=C(CCc1ccccc1)NCCSc1ccccc1
5	5	-0.2	-4	-6	0	15	0	4	-2	COc1ccc([N+](=O)[O-])cc1NC(=O)C(C)OC(=O)CN1C(=O)C2CC=CCC2C1=O (stereo unspecified)
-11	-7	0.0	-1	-6	3	-1	3	1	-1	CC(=O)N1c2ccc(S(=O)(=O)N3CCCC(C(=O)N4CCC(C)CC4)C3)cc2CC1C (stereo unspecified)
x	x	-0.2	-3	-2	-1	-2	8	4	2	CCCCCCC(=O)NC1CCCCN(Cc2cccc(Cl)c2)C1=O (stereo unspecified)
4	-6	0.0	-1	-4	-29	-7	10	2	4	CC(=O)c1cnc(Nc2cccc(Cl)c2Cl)s1
-11	-14	-0.1	2	2	3	12	2	-5	-2	CCn1ccc(C(=O)Nc2ccsc2C(=O)OC)n1
2	16	0.2	-9	3	-2	-3	0	-7	-3	COc1cc(C(=O)Nc2ccc3c(c2)N(C(=O)CCN(C)C)c2ccccc2CC3)cc(OC)c1OC
-11	2	-0.4	11	0	3	11	1	1	-1	C=CCNC(=O)c1onc(CSc2ccccc2)c1C(=O)O
14	7	0.5	2	1	0	-7	-2	-4	0	O=C(CCSc1nnc2scc(-c3ccccc3)n12)Nc1nc(-c2ccccc2)ns1
6	-14	0.0	-7	2	0	8	-2	-6	4	O=C(CCC(=O)N1CCOc2ccccc21)Nc1ccccc1Br
-11	-3	0.3	2	0	-1	10	1	0	-3	COc1cccc(-c2nnc3sc(-c4cccs4)nn23)c1
14	-6	-0.2	-1	5	-2	6	0	0	-5	Cc1cc(O)c(NC(=O)c2cccc([N+](=O)[O-])c2)cc1C
-8	-8	0.1	-8	7	-1	2	-2	4	5	CCOC(=O)N1CCN(C(=O)C2CCN(S(=O)(=O)c3ccc(Cl)cc3)CC2)CC1

(more compounds)
ASAP1 inh	ARFGAP1 inh	KLK7 zymogen act	DDE Tn6 FP inh	Tn7 DDE FP	PLC-gamma1 inh	TDP2 absorb	LEDGF integ inh	ADAM10 inh	ADAM17 inh	SMILES
6	-2	-0.2	-2	-4	1	-4	3	2	-4	S=c1[nH]nc(-c2ccco2)n1/N=C/c1c(Cl)cccc1Cl
-13	3	-0.2	5	4	-3	11	3	-1	-3	O=C(Cn1cc(COc2ccc(Cl)c(Cl)c2)nn1)NS(=O)(=O)c1ccccc1C(F)(F)F
0	8	0.2	0	-8	-18	15	4	-12	-4	O=C(NC(Cc1ccccc1)C(=O)O)/C(=C\c1ccccc1)NC(=O)c1ccc(Br)o1 (stereo unspecified)
5	-1	-0.3	-3	4	-1	0	5	-6	-6	NC(=O)C1CCN(C(=O)c2ccc(NS(=O)(=O)/C=C/c3ccccc3)cc2)CC1
-5	-9	-1.0	10	0	-109	-5	-1	-70	-26	Cc1ccc(C(C(=O)NCC2CCCO2)N(C(=O)c2snc(C(N)=O)c2N)c2ccc(C(C)C)cc2)o1 (stereo unspecified)
3	17	-0.1	5	7	-1	-4	-2	-10	-1	Cc1ccc(C)c(NC(=O)CN(C)C(=O)[C@@H](NC(N)=O)C(C)C)c1
3	-6	-0.5	-1	10	-23	-4	-6	0	4	O=C(O)c1ccc(N/N=C/c2cc(Br)cs2)cc1
2	0	0.6	2	-4	2	2	3	-1	0	NNC(=O)Cn1c2ccccc2c2ccccc21
4	0	0.6	-2	-3	-1	-3	-7	-8	-1	CC(=O)N1c2c(cc(Br)cc2S(=O)(=O)N2CCOCC2)CC1C (stereo unspecified)
1	16	-0.6	-3	3	1	9	-1	5	-4	COc1ccc(S(=O)(=O)N(C)c2ccc(C(=O)Nc3ccccc3C(=O)N3CCOCC3)cc2)cc1OC
-7	-9	1.0	3	2	0	12	-1	0	-4	CN(c1ccccc1)S(=O)(=O)c1cccc(NS(=O)(=O)c2ccc(/C=C/C(=O)O)cc2)c1
0	-6	-0.2	0	3	0	1	1	-5	-5	Cc1cccc(NC(=O)CSc2nc3[nH]ncc3c(=O)[nH]2)c1C
5	2	-0.2	-4	3	2	3	-1	-9	-3	CCCCCCCCN1C(=O)[C@@H](CC(=O)NCc2ccccc2)C[C@@]2(C(=O)OC)C1=C[C@H](C(C)(C)C)O[C@@H]2C
0	-24	-0.5	2	-1	4	-13	-3	-3	0	Cc1ccc(NC(=O)CC(=O)NCCN2CCOCC2)cc1
-2	3	0.2	7	0	2	-5	1	3	-4	Cc1ccc(S(=O)(=O)/N=C(/c2ccc(F)cc2)N(C)C)cc1

Later entries.
ASAP1 inh	ARFGAP1 inh	KLK7 zymogen act	DDE Tn6 FP inh	Tn7 DDE FP	PLC-gamma1 inh	TDP2 absorb	LEDGF integ inh	ADAM10 inh	ADAM17 inh	SMILES
-7	4	0.2	-4	-3	0	-4	1	5	5	O=C(CSc1nnc(NC(=O)c2c(F)cccc2F)s1)Nc1ccc(F)cc1
0	7	0.6	-7	1	-5	8	3	-47	-14	CNc1cc(-c2ccc(OC)c(OC)c2)ncn1
1	-3	-0.6	1	1	2	4	2	-1	0	COc1cc(N(C)C)c([N+](=O)[O-])cc1C(=O)N1CCN(Cc2ccccc2)CC1
-9	17	-0.1	-4	-6	3	2	-1	13	4	O=C(c1cc2sccc2n1Cc1ccc(F)cc1)N1CCN(c2nc3ccccc3s2)CC1
-5	17	0.6	-1	-4	5	-8	-4	7	2	CCOC(=O)c1ccc(NC(=O)CSc2nnc(CNc3ccc(C)cc3)n2C)cc1
-10	-2	0.6	6	6	-11	3	-1	-76	-31	CS(=O)(=O)Nc1cccc(-c2cn3ccccc3n2)c1
1	0	1.1	4	-1	2	-1	0	-1	-1	CC#CC(=O)NCC1(N(C)Cc2ccccc2)Cc2ccccc2C1
0	21	0.0	-4	6	0	-11	1	-4	-6	O=C(c1ccc(Cl)cc1)C1CCCN(C(=O)/C=C/c2ccccn2)C1 (stereo unspecified)
1	2	1.1	1	4	-2	12	-6	16	-4	CCN(CCN(C)C)C(=O)C1CCN(S(=O)(=O)c2c(C)noc2/C=C/c2ccccc2F)CC1
-7	3	0.4	-1	10	-5	7	-1	2	-5	Cc1ccc(C(=O)NC(Cc2c[nH]c3ccccc23)C(=O)O)o1 (stereo unspecified)
3	-1	0.6	-5	-1	2	1	-4	-8	-5	COCCNC(=O)C1CCCN(C(=O)c2csc3ccccc23)CC1 (stereo unspecified)
19	5	0.2	-1	3	4	-7	2	8	1	CCC1Oc2ccc(C)cc2N(CC(=O)NCc2cccc(OC)c2)C1=O (stereo unspecified)
-3	0	0.4	7	7	-8	-9	-3	-9	-2	N#CC1(C#N)C(C(N)=O)C1c1ccccc1 (stereo unspecified)
x	x	0.6	1	3	4	-16	-3	-16	-9	CCOC(=O)[C@@]12CCC3=C1N(CCC3)C(=O)[C@H](CC(=O)NCCCCc1ccccc1)C2
-16	0	-0.5	3	0	2	-1	2	2	-3	CCc1nnc(SCc2ccc(OC)c(Br)c2)n1N

More records:
ASAP1 inh	ARFGAP1 inh	KLK7 zymogen act	DDE Tn6 FP inh	Tn7 DDE FP	PLC-gamma1 inh	TDP2 absorb	LEDGF integ inh	ADAM10 inh	ADAM17 inh	SMILES
-11	-14	0.0	-2	3	3	-6	-4	1	-3	CN1C(=O)Cc2cc(S(=O)(=O)NCc3cccs3)ccc21
-10	1	-0.2	8	8	7	0	-4	-12	-4	Cc1c(NC(=O)c2ccc(Cl)s2)c(=O)n(-c2ccccc2)n1C
0	0	-0.3	6	7	-2	-10	-3	-9	-4	Cn1ccn(CCCCCCn2ccn(C)c2=S)c1=S
-13	-11	-0.1	-2	7	1	-5	5	9	2	O=C(CCN1CCOCC1)Nc1ccc(F)cc1
-8	4	0.2	1	-2	0	7	-1	0	1	Cc1noc(C)c1NC(=O)N(C)C[C@@H]1OCc2cn(nn2)CCCC(=O)N([C@H](C)CO)C[C@H]1C
-5	6	-0.3	6	-3	1	-2	2	-4	-2	Cc1ccccc1-n1nc2c(c1NC(=O)C1CCCC1)CS(=O)(=O)C2
8	8	-0.3	-10	7	1	-4	0	0	-2	O=S(=O)(c1cccc(C(F)(F)F)c1)N1CCN(C(=S)NC2CC2)CC1
9	0	-1.9	-4	-1	-6	-6	2	-4	0	COC(=O)c1c(NC(=O)CN2CCCc3ccccc32)sc(C)c1C
11	-2	0.4	2	5	-1	6	1	7	-1	CCOC(=O)c1c(N)nn(C(=O)c2ccccc2)c1-c1ccccc1

Screening results deposited in PubChem by The Scripps Research Institute Molecular Screening Center.
